UBC13 polyUb = UBC13 polyubiquitin chain formation inhibitors, primary screen, biochemical, TR-FRET, uHTS; 0.47% of 330,000 active; AID 485273, 2010; inhibition, % at 20 µM; Ubiquitin-conjugating enzyme E2 N (Homo sapiens), P61088; in the data active means inhibition above about 45%, passing the limit was not always enough
Target sequence (P61088 whole entry, looked up): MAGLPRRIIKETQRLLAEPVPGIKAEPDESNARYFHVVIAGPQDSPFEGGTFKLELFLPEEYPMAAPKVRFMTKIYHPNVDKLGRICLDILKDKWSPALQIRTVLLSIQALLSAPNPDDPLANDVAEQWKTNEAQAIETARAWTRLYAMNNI
SENP1 FRET inh = human SENP1 catalytic domain inhibitors, primary screen, biochemical, FRET, uHTS | Sentrin-specific protease 1 (Homo sapiens), Q9P0U3 | recombinant SENP1 catalytic domain, CyPet-SUMO1-YPet FRET cleavage | inhibition, % at 10 µM | 0.21% of 360,000 active | AID 624204, 2012;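 active means inhibition at least 30% at 10 µM, raw YFP signal under a set limit, fluorescence ratio 0.5 to 1.5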;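 further: 0% = enzyme with DMSO and 100% = no enzyme wells; some results filed as inactive read as strong as hits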
Target sequence (Q9P0U3 419-644 limits assumed): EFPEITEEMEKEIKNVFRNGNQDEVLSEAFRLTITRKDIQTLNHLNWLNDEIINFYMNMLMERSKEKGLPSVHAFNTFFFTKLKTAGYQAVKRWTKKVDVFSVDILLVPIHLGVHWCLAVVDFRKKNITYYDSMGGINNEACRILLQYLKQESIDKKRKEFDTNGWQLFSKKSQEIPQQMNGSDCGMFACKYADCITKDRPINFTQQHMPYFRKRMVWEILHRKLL
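System: Recombinant human SENP1 catalytic domain, His6-tagged | Incubation: Enzyme reaction for 50 min at room temperature, dark | Medium: Tris pH 8 with BME, BSA, NP40 and catalase | Also added: 25 nM SUMO1 FRET substrate | Compound: 10 µM single point, 0.5% DMSO | Measured by: FRET fluorescence in CFP and YFP emission channels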
SENP8 block-1 = human SENP8 protease inhibitors, primary screen, biochemical, fluorescence, Nedd8 protein substrate, uHTS | Sentrin-specific protease 8 (Homo sapiens), Q96LD8 | recombinant SENP8 | inhibition, % at 20 µM | 0.64% of 360,000 active | AID 602440, 2012; in the data active means inhibition mostly above about 40%, no sharp cut-off; inactive means mostly below about 27%
Target sequence (Q96LD8 whole entry, looked up): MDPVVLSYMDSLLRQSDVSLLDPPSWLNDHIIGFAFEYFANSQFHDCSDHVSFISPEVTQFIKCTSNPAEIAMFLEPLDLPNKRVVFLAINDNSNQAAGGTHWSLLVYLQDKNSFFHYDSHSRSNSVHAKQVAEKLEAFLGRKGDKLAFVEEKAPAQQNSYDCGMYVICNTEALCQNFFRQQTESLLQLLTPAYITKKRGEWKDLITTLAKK
MIN6 prolif = inducers of MIN6 beta-cell proliferation, primary screen, ATP luminescence, uHTS | 0.29% of 330,000 active | MIN6 cells proliferation, ATPlite luminescence, 48 h; cells starved in 0.2% serum; 100% = growth in 10% serum | AID 2380, 2010 | proliferation, % at 10 µM;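 active means compounds whose signal lies at least 3.5 SD above the mean of all wells on their plate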;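 further: 0% = DMSO-treated cells in low-serum medium and 100% = 10% serum control; some compounds called inactive have numbers as strong as hits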
PfG6PD inh = PfG6PD enzyme inhibitors, primary screen, biochemical, fluorescence intensity, uHTS | AID 504690, 2011 | inhibition, % at 20 µM | PfGluPho enzyme, NADPH resazurin-diaphorase fluorescence | 0.78% of 350,000 active;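 active means inhibition reaching at least a set limit at 20 µM in the primary screen, cut at about 59% in these data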;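 further: 0% = DMSO wells with substrate and 100% = DMSO wells lacking glucose-6-phosphate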
SENP7 inh = SENP7 protease inhibitors, primary screen, biochemical, luminescence, uHTS; Sentrin-specific protease 7 (Homo sapiens), Q9BQF6; recombinant SENP7, Z-RLRGG-aminoluciferin luminescence, 40 min; inhibition, % at 5 µM; 1.5% of 330,000 active; AID 434973, 2010;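 active means inhibition above about 50% at the single test dose, limit read from the data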;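 further: plate controls were DMSO with enzyme for no effect and no enzyme buffer wells for full effect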
SENP6 inh = SENP6 protease inhibitors, primary screen, biochemical, luminescence, uHTS; Sentrin-specific protease 6 (Homo sapiens), Q9GZR1; Recombinant SENP6 catalytic domain, aminoluciferin luminescence; inhibition, % at 10 µM; 1.8% of 330,000 active; AID 2599, 2010;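 active means inhibition above about 50% at the single tested dose, limit read from the data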;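 further: plate controls were DMSO wells with enzyme for no effect and DMSO wells lacking enzyme for full effect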
Target sequence (Q9GZR1 628-1112 limits assumed): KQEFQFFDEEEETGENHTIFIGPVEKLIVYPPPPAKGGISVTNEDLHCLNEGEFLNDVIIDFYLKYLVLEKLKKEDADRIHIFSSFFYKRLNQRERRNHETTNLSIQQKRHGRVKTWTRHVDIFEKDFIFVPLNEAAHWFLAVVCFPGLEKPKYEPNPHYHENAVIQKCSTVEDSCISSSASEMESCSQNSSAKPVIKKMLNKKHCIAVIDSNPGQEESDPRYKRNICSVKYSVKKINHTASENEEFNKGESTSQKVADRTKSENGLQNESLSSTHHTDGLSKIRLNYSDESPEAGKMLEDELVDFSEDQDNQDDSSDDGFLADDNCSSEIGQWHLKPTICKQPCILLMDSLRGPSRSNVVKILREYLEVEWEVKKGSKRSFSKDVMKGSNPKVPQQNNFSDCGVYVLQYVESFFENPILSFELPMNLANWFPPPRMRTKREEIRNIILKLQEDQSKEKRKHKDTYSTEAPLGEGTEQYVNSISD
SENP8 block-2 = SENP8 protease inhibitors, primary screen, biochemical, luminescence; AID 2540, 2010; inhibition, % at 10 µM; purified SENP8, Z-RLRGG-aminoluciferin cleavage; 1.2% of 330,000 active; in the data active means inhibition above about 50%
HKDC1 inhibitor = HKDC1 hexokinase inhibitors, primary screen, biochemical, fluorescence, uHTS; Q2TB90; recombinant HKDC1, G6PDH/diaphorase resazurin coupled fluorescence; inhibition, % at 20 µM; 0.16% of 340,000 active; AID 493160, 2011;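 active means inhibition above about 35% when tested at 20 µM, limit read from the data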;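 further: plate controls were DMSO wells with enzyme for no effect and DMSO wells lacking enzyme for full effect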
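System: Recombinant HKDC1 hexokinase | Amount: HKDC1 at 5 µg/mL | Reagent: Glucose with 1 mM ATP | Doses: Single 20 µM dose | Incubation: Reaction time 90 min, room temperature, protected from light | Signal: Coupled resazurin fluorescence, excitation 525 nm, emission 613 nm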
The depositor's hits bear a star; · = no result given.

Below each SMILES: HKDC1 inhibitor	SENP8 block-2	PfG6PD inh	SENP7 inh	MIN6 prolif	UBC13 polyUb	SENP8 block-1	SENP1 FRET inh	SENP6 inh
- CCC(C)[C@H](NC(=O)[C@@H]1CSC2c3ccccc3C(=O)N21)C(=O)NCc1ccco1 (stereo partly drawn)
  -1	-1	7	7	-3	1	-3	-1	-1
- Cc1ccsc1C(=O)NC(C)c1ccccc1 (stereo not drawn)
  -7	-9	-3	-3	-5	-3	16	1	11
- CCCC(C(=O)Nc1ccncc1)c1ccccc1 (stereo not drawn)
  4	1	-1	-1	-2	3	14	-1	8
- CC(=O)C(C)Oc1ccc2c3c(c(=O)oc2c1C)CCCC3 (stereo not drawn)
  5	1	13	-3	1	14	-162	-142	-15
- Cc1cc(C)c(OCC(=O)N/N=C/c2ccc3c(c2)OCO3)c(C)c1
  -15	0	-15	-4	0	5	12	0	-3
- CCOCCCn1c(=N)c(S(=O)(=O)c2ccc(C)cc2)cc2c(=O)n3cc(C)ccc3nc21
  -4	3	7	2	5	6	-211	-27	-4
- CCn1nc(C)c(CNC(=O)C2CCC(=O)N(Cc3ccc(Cl)cc3)C2)c1C (stereo not drawn)
  4	-3	6	1	-1	6	12	1	8
- CC(C)CNC(=O)c1ccccc1NC(=O)CSCc1ccccc1
  -5	6	5	1	1	3	-29	1	1
- O=C1CSC(=S)N1/N=C/c1cccnc1
  2	-1	25	1	-3	-7	37	4	-20
- COc1ccccc1CNC(=O)c1cccc2c1C(=O)N(Cc1cccnc1)C2
  2	-10	-15	-10	-3	-20	14	0	-17
- CCOC(=O)n1cc(C(=O)c2ccccc2O)cn1
  -3	4	-9	7	-2	8	-5	3	-8
- COc1ccc(C(=O)/C=C/Nc2ccc(NC(C)=O)cc2)cc1OC
  -12	-6	6	5	-3	-7	-173	-27	-16
- COC(=O)c1[nH]c(C)c(/C(O)=C2\C(=O)C(=O)N(CCN3CCOCC3)C2c2cccs2)c1C (stereo not drawn)
  2	-4	5	7	-2	2	24	2	3
- O=C(NC1CCCC1)C(c1ccc(Cl)cc1)N(C(=O)c1csnn1)C1CC1 (stereo not drawn)
  3	3	-1	3	1	2	7	0	9
- O=C(COC(=O)c1cc2ccccc2cc1O)NCc1ccccc1
  -6	-8	-15	2	-5	-14	-104	2	13

(continued)
Below each SMILES: HKDC1 inhibitor	SENP8 block-2	PfG6PD inh	SENP7 inh	MIN6 prolif	UBC13 polyUb	SENP8 block-1	SENP1 FRET inh	SENP6 inh
- CNC(=S)NNC(=O)c1cccn(Cc2cccc(Cl)c2)c1=O
  -8	-9	7	-2	-1	-7	-68	-1	-9
- Cc1ccccc1C(=O)N1CCN(c2ccc(NC(=O)c3cccnc3)cc2)CC1
  -5	-2	8	3	-2	9	13	2	-5
- CC(=O)Nc1nc2cc3c(cc2s1)OCCO3
  5	61*	3	79*	-4	-4	4	-3	77*
- C#CCOCCOCCOCCNc1nc(N2CCOCC2)nc(N2CCN(C(=O)CCCCCCCCCCNC(=O)[C@H]([C@@H](C)CC)n3cc(CCCCN=C(N)N)nn3)CC2)n1
  -2	1	-5	6	-4	77*	0	2	-7
- COCc1c(C(=O)NC2CCCCCC2)oc2ccccc12
  -4	-2	7	4	-2	7	6	0	-7
- C=CCn1c(C(C)NC(=O)c2ccccc2)n[nH]c1=S (stereo not drawn)
  3	-7	24	-6	-3	-1	2	3	-16
- COc1ccc(Nc2ccc(OC)cc2)cc1
  9	24	64*	11	-4	-52	96*	-1	54*
- CCCn1c(N)c(C(=O)COC(=O)/C=C/c2ccc(OC(F)F)c(OC)c2)c(=O)[nH]c1=O
  -7	8	-6	6	7.4*	14	-32	-1	-11
- CCOC(=O)Cn1nc(CC)c2ccccc2c1=O
  -4	2	0	5	-1	0	-6	-3	15
- CCOc1ccc(C2CC(c3cccc(OC)c3)n3nc(N)nc3N2)cc1 (stereo not drawn)
  -4	-1	6	-3	4	2	-150	-2	6
- COc1ccc(OCC(=O)NNc2c3ccccc3nc3ccccc23)cc1
  -1	-4	16	-3	-3	-88	-246	-148	7
- Clc1ccccc1OCCCCN1CCCC1
  2	-11	-18	-1	-2	-9	18	-1	4
- N#CC1=C(O)CCCn2c1nc1ccccc1c2=O
  16	35	21	-1	-2	11	-218	-10	31
- Cn1ccnc1SCC(=O)Nc1ccc2c(c1)OCCO2
  -3	5	10	-4	-3	-1	0	0	3
- COc1ccc(SCC(=O)Nc2ccccc2Cl)cc1
  -8	-4	-13	-7	-2	3	8	1	-2

Six records drawn at random from the list so far, as already listed:
Below each SMILES: HKDC1 inhibitor	SENP8 block-2	PfG6PD inh	SENP7 inh	MIN6 prolif	UBC13 polyUb	SENP8 block-1	SENP1 FRET inh	SENP6 inh
- CCOC(=O)Cn1nc(CC)c2ccccc2c1=O
  -4	2	0	5	-1	0	-6	-3	15
- CNC(=S)NNC(=O)c1cccn(Cc2cccc(Cl)c2)c1=O
  -8	-9	7	-2	-1	-7	-68	-1	-9
- CCOc1ccc(C2CC(c3cccc(OC)c3)n3nc(N)nc3N2)cc1 (stereo not drawn)
  -4	-1	6	-3	4	2	-150	-2	6
- COc1ccc(SCC(=O)Nc2ccccc2Cl)cc1
  -8	-4	-13	-7	-2	3	8	1	-2
- C=CCn1c(C(C)NC(=O)c2ccccc2)n[nH]c1=S (stereo not drawn)
  3	-7	24	-6	-3	-1	2	3	-16
- COc1ccc(Nc2ccc(OC)cc2)cc1
  9	24	64*	11	-4	-52	96*	-1	54*

In a second layout: entries from further up
canonical_smiles | HKDC1 inhibitor | SENP8 block-2 | PfG6PD inh | SENP7 inh | MIN6 prolif | UBC13 polyUb | SENP8 block-1 | SENP1 FRET inh | SENP6 inh
CC(=O)C(C)Oc1ccc2c3c(c(=O)oc2c1C)CCCC3 (stereo not drawn) | 5 | 1 | 13 | -3 | 1 | 14 | -162 | -142 | -15
Cc1cc(C)c(OCC(=O)N/N=C/c2ccc3c(c2)OCO3)c(C)c1 | -15 | 0 | -15 | -4 | 0 | 5 | 12 | 0 | -3
CCOCCCn1c(=N)c(S(=O)(=O)c2ccc(C)cc2)cc2c(=O)n3cc(C)ccc3nc21 | -4 | 3 | 7 | 2 | 5 | 6 | -211 | -27 | -4
CCn1nc(C)c(CNC(=O)C2CCC(=O)N(Cc3ccc(Cl)cc3)C2)c1C (stereo not drawn) | 4 | -3 | 6 | 1 | -1 | 6 | 12 | 1 | 8
CC(C)CNC(=O)c1ccccc1NC(=O)CSCc1ccccc1 | -5 | 6 | 5 | 1 | 1 | 3 | -29 | 1 | 1
O=C1CSC(=S)N1/N=C/c1cccnc1 | 2 | -1 | 25 | 1 | -3 | -7 | 37 | 4 | -20

Next compounds:
Below each SMILES: HKDC1 inhibitor	SENP8 block-2	PfG6PD inh	SENP7 inh	MIN6 prolif	UBC13 polyUb	SENP8 block-1	SENP1 FRET inh	SENP6 inh
- CCCCc1cc2ccccc2c(OCCN(C)C)n1
  -1	2	-13	-1	-2	7	10	1	-14
- Cc1ccc2nc(-c3cc(-c4ccccc4)no3)cn2c1
  1	32	18	90*	-3	5	-233	-1	44
- CCOC(=O)CSc1nc(N)c2c3c(sc2n1)CCCC3
  1	-7	25	1	0	4	-16	-2	-22
- CCN(CC)S(=O)(=O)c1ccc(N2CCCC2)c(C(=O)OCC(=O)Nc2cc(C)on2)c1
  -4	-4	25	-10	3	-8	-4	1	-19
- CCOc1ccc(NCc2nnc(SCC(=O)Nc3nc(-c4ccccc4)cs3)n2-c2ccccc2)cc1
  -14	-3	-11	-3	0	-9	37	1	-7
- O=C(NC(=S)Nc1ccc2oc(=O)ccc2c1)c1cc2ccccc2o1
  2	-6	10	-1	-6	-17	6	6	-4
- CC(=O)Nc1cc2c(cc1NC(=O)Cn1nc(-c3ccccc3)ccc1=O)OCCO2
  -5	2	-2	-2	-1	3	8	3	-8
- O=C(Nc1ccc2oc(-c3cccnc3)nc2c1)c1ccc(Br)o1
  10	-11	0	-5	-6	-14	-413	-5	-8
- CCCCn1c(N)c(Sc2ccc(C)cc2)c(=O)[nH]c1=O
  -4	-2	-3	-2	-3	4	18	0	0
- CC1CCN(c2cc(N3CCN(C(=O)c4ccc(F)c(F)c4)CC3)c([N+](=O)[O-])cc2F)CC1
  -5	-7	4	4	-6	4	33	1	-16
- CC(C)NC(=O)CSCc1ccccc1Cl
  -1	-7	9	-5	-1	-2	0	1	-2
- COC(=O)C(Cc1ccccc1)NC(=O)CNC(=O)c1sc2ccccc2c1Cl (stereo not drawn)
  4	4	2	4	0	-2	12	0	-7
- CSc1ccc(CN2CCN(C(=O)c3ccc([N+](=O)[O-])cc3)CC2)cc1
  -4	-2	7	3	-3	0	12	3	-5
- Cc1nc(-c2ccccc2)c(Cc2ccccc2O)c(=O)[nH]1
  -4	5	2	-8	-1	9	8	4	-4
- Nc1ccccc1/C=N\N=C/c1ccccc1N
  0	41	-11	4	-5	-10	22	-29	61*

More results
Below each SMILES: HKDC1 inhibitor	SENP8 block-2	PfG6PD inh	SENP7 inh	MIN6 prolif	UBC13 polyUb	SENP8 block-1	SENP1 FRET inh	SENP6 inh
- CN(C)c1ccc(C(O)P(=O)(OC2CCCCC2)OC2CCCCC2)cc1 (stereo not drawn)
  -6	1	13	0	2	8	22	0	8
- Cc1cccc(OCc2ccc(C(=O)Nc3cc(C)on3)o2)c1
  -3	15	3	0	0	-11	12	-1	-16
- CC(C)CC(=O)N1CCC(O)(CS(=O)(=O)c2ccc(Cl)c(Cl)c2)CC1
  -2	-12	6	-3	-3	-17	10	-2	7
- CN(C(=O)CCc1nnc(Cc2ccc(-c3ccccc3)cc2)o1)C1CCOCC1
  0	1	-2	4	-4	-6	2	1	6
- COc1ccc(C(C)C)cc1S(=O)(=O)N1CCN(c2ccccc2)CC1
  17	-7	-11	2	-4	-11	10	1	0
- CCCCNC(=O)Cn1nc(-c2ccc(C)cc2)ccc1=O
  -5	-2	-4	-5	2	5	-28	3	6
- CCN(CCCNC(=O)c1[nH]c(C)c(C(C)=O)c1C)c1ccccc1
  -4	2	0	-2	-2	12	39	-1	-14
- O=C(CSc1ccc(-c2ccccn2)nn1)Nc1ccc(F)c(F)c1
  3	-4	18	1	-6	-16	-14	-1	-5
- COc1cc(NC(=O)c2cccnc2Sc2ccc(C)c(C)c2)cc(OC)c1OC
  0	-8	8	-6	4	-5	16	0	-35
- NC(Cc1ccc2nonc2c1)C(=O)O (stereo not drawn)
  -3	6	-17	3	-2	4	20	5	0
- Cc1ccnc(NC2CCCCC2)c1
  -7	-8	7	7	3	8	-46	2	-2
- CCN1CCN(c2c(S(=O)(=O)c3ccc(C)c(C)c3)cnc3ccc(F)cc23)CC1
  -2	0	7	6	2	7	13	2	0
- COc1ccc(-c2oc3cc(O)c(OC)c(O)c3c(=O)c2OC)cc1O
  5	·	6	·	·	·	11	-6	·

Compound activity deposited in PubChem BioAssay by Sanford-Burnham Center for Chemical Genomics.
